Screens deposited in PubChem BioAssay by National Center for Advancing Translational Sciences (NCATS).
FUS suppressor: qHTS for Suppressors of FUS Proteinopathy: Primary screen using FUS-linked yeast assay; S. cerevisiae FUS-expressing, growth rescue, OD600, 24 h; Potency, µM (titrated, usually from 76.6 µM), for inactives: at the highest dose growth rescue (activation), actives largely listed as activators; hit rate 0.24% among 390,000;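 further: plate controls were DMSO vehicle for no effect and reference control for full effect; nearly all actives have a fitted effect of over 55% in size; some results filed as inactive show a strong effect at the top dose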
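Quantitative HTS measuring growth restoration of FUS-toxic yeast. Galactose-induced cells (OD 0.005) were exposed 24hr at 30C to compounds at several concentrations, then absorbance at 600 nm was recorded.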
TDP43 rescue: qHTS of TDP-43 Inhibitors; TDP-43 expressing yeast growth rescue, BacTiter-Glo, 24 h; Potency, µM (titrated, usually from 46.1 µM), for the others: top-dose growth rescue (activation), actives largely listed as activators; hit rate 1.8% among 410,000; AID 652104, 2013; further: % of control where 0% means no effect; nearly all actives have a fitted effect of over 50% in size
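In this qHTS, compounds that restore growth of yeast expressing TDP-43 appear as activators. Cells (OD600=0.02, galactose medium, raffinose-pregrown) are incubated with compound 24 hr at 30 deg C and growth is quantified by BacTiter-Glo.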
EPAC1 antag: qHTS for Antagonist of cAMP-regulated guanine nucleotide exchange factor 3 (EPAC1): primary screen; hit rate 0.14% among 360,000; EPAC1 GEF assay, Rap1b-BODIPY-GDP exchange fluorescence; Rap guanine nucleotide exchange factor 3 (Homo sapiens), O95398; Potency, µM (highest dose often 115 µM), without a hit: at the highest dose activity change, negative = inhibition, hits mostly inhibitors;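 further: plate controls were vehicle for no effect and positive control for full effect; nearly all actives have a fitted effect of over 50% in size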
Target sequence (O95398 whole entry, looked up): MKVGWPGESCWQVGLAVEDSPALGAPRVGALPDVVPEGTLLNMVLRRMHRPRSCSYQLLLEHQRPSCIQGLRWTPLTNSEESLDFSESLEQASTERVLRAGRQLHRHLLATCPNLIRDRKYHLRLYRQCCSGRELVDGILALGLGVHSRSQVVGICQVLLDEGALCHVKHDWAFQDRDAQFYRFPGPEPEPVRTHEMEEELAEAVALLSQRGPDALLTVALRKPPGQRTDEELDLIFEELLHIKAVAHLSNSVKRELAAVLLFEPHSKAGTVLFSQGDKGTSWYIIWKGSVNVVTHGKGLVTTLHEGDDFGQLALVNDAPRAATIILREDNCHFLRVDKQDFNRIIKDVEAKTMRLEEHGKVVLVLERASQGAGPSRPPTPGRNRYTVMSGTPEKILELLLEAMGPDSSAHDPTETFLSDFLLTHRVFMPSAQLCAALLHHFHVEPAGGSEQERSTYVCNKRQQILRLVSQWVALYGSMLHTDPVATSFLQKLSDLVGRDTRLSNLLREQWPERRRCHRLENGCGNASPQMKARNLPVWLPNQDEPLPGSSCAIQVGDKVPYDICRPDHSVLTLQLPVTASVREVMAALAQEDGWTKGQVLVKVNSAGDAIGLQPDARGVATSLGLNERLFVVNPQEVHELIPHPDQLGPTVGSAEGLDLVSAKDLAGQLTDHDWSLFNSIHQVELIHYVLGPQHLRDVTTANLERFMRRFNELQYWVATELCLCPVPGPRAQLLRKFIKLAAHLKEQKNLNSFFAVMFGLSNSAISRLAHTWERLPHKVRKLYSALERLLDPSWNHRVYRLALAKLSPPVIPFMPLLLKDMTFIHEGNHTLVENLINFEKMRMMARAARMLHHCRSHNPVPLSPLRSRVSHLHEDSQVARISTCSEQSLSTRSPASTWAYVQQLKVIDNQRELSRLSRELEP
EPAC2 antag: qHTS for Antagonist of cAMP-regulated guanine nucleotide exchange factor 2 (EPAC2): primary screen. Rap guanine nucleotide exchange factor 4 (Homo sapiens), Q8WZA2. EPAC2 GEF exchange of Rap1B-BODIPY-GDP, fluorescence. Potency, µM (titrated, usually from 114 µM), for the others: at the top dose activity, negative = inhibition, hits mostly inhibitors. hit rate 0.18% among 360,000. AID 720708, 2013; further: on the % scale 0 is the no-effect control and ±100 the full control effect; nearly all actives have a fitted effect of over 45% in size; many of its hits are not listed in these tables
PTHR1 agonist: qHTS for PTHR1 Agonists: Primary Screen | Parathyroid hormone/parathyroid hormone-related peptide receptor (Homo sapiens), Q03431 | HEK293 GP2 PTHR1 cells, GloSensor cAMP luminescence, 1 h | Potency, µM (series often up to 115 µM), without a hit: at the highest dose activation, actives largely listed as activators | hit rate 0.075% among 410,000 | AID 743266, 2014; further: nearly all actives have a fitted effect of over 55% in size; some results filed as inactive show a strong effect at the top dose; inactives centre near -15; many of its hits are not listed in these tables
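HEK-293-derived GP2 cells expressing PTHR1 and a GloSensor cAMP reporter, 3,000/well, plated overnight, given luciferin plus IBMX (each 0.5 mM as added) for 1 h at 37 °C, then compound for 1 h at 37 °C. Luminescence was read after 15 min at room temperature.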
EPAC2 agonist: qHTS for Agonist of cAMP-regulated guanine nucleotide exchange factor 4 (EPAC2): primary screen | Rap guanine nucleotide exchange factor 4 (Homo sapiens), Q8WZA2 | EPAC2 activation, biochemical qHTS; response scale: 100% = 6.5 mM cAMP response | Potency, µM (highest dose often 154 µM), inactives show at the top dose activation, most hits filed as activators | hit rate 0.079% among 360,000; further: nearly all actives have a fitted effect of over 50% in size
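Compounds were titrated in qHTS against a Rap1B-BODIPY-GDP (250 nM) complex with EPAC2 (100 nM) and GDP (50 uM). BODIPY-GDP release tracked at 480/540 nm over 30 min at room temperature, normalized to 6.5 mM cAMP.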
aSyn rescue: qHTS of alpha-syn Inhibitors; Yeast expressing alpha-synuclein, growth rescue, BacTiter-Glo, 24 h; Potency, µM (highest dose often 46.1 µM), for the others: at the top dose growth rescue (activation), actives largely listed as activators; hit rate 0.14% among 370,000; further: % of control where 0% means no effect; nearly all actives have a fitted effect of over 65% in size
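Readout is rescue of growth in alpha-synuclein-expressing yeast, so inhibitors of toxicity appear as activators. Growth after 24 hr at 30 deg C in galactose medium is quantified by luminescence.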
EPAC1 agonist: qHTS for Agonist of cAMP-regulated guanine nucleotide exchange factor 3 (EPAC1): primary screen | AID 720707, 2013 | Rap guanine nucleotide exchange factor 3 (Homo sapiens), O95398 | Potency, µM (top dose mostly 154 µM), for the others: at the highest dose activation, usual class: activators | EPAC1 agonist qHTS, biochemical assay; response scale: 100% = response to 6.5 mM cAMP | hit rate 0.073% among 360,000; further: nearly all actives have a fitted effect of over 60% in size
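Fluorescent GDP-exchange assay: 100 nM EPAC1 with 250 nM Rap1B preloaded with BODIPY-GDP and 50 uM GDP; compounds tested as concentration series, 5 min at room temperature, then read every 5 min for 30 min (ex 480/em 540 nm); normalized to 6.5 mM cAMP.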
Numbers without * were called inactive; i = inactive; ? = inconclusive; . = not tested or not shown; [ ] = dose if it differs, or a comment. The call rests on the fitted dose curve; in most records, active means well fitted curve in the direction sought with a large enough effect; inconclusive means small, poorly fitted or top-dose-only effect, or another doubt; inactive means no such curve, though single readings can be large; an effect the other way counts as inactive or inconclusive. Potency means the concentration at half of the fitted maximal effect. An excerpt, so the mix of outcomes need not match the whole.

| item | Molecule | FUS suppressor | TDP43 rescue | EPAC1 antag | EPAC2 antag | PTHR1 agonist | EPAC2 agonist | aSyn rescue | EPAC1 agonist |
| --- | --- | --- | --- | --- | --- | --- | --- | --- | --- |
| 1 | O=S(=O)(c1ccc(Br)s1)N1CCNCC1 | 11% | -26% | -14% | 12% | ? | 5% | ? | 0% |
| 2 | CCOc1ccc(S(=O)(=O)NCc2cccnc2)cc1 | 5% | -5% | 11% | 0% | -21% | 13% | -6% | -5% |
| 3 | CCOC(=O)c1[nH]c(C)c(CN(C(C)=O)c2ccc(OCC)cc2)c1C | 2% | -9%[9.22 µM] | 6% | -4% | i | 2% | 6% | 1% |
| 4 | CN(Cc1ccon1)C(=O)CC1C(=O)NCCN1CC1CCCCC1 (stereo not drawn) | 1% | 7% | 35%[activator] | 1% | i | 9% | -1% | 6% |
| 5 | CCC(C)NC(=O)CN1C(=O)C(CC)Sc2ccccc21 (stereo not drawn) | -3% | 1% | 3% | -3% | i | -2% | 5% | 14% |
| 6 | O=C(NCc1cccs1)c1cc(S(=O)(=O)N2CCCCC2)ccc1Cl | 1% | -14% | -1% | -10% | -24%[57.5 µM] | 9% | 2% | 4% |
| 7 | CCOC(=O)C1CN(S(=O)(=O)c2ccc(C)cc2)c2cc(S(=O)(=O)CC)ccc2O1 (stereo not drawn) | 31% | 10% | 0% | 2% | -3% | 8% | -3% | 9% |
| 8 | CN(C)c1cccc(C(=O)OCC(=O)N2CCc3ccccc3C2)c1 | 32% | 29% | -10% | -14% | -18% | -3% | 4% | -2% |
| 9 | COC(=O)c1sccc1NC(=O)c1ccc(C)s1 | -5% | ? | -29% | 3% | -24% | -15% | 1% | 10% |
| 10 | O=C(O)c1cc(S(=O)(=O)Nc2ccc3cn[nH]c3c2)ccc1Cl | 6% | -14% | 2% | 25% | i | -2% | -10% | -11% |
| 11 | Cc1cc(C(=O)N2CCC(Cc3ccccc3)CC2)c(C)o1 | 6% | 25% | -19% | -27% | -10% | 2% | 11% | 9% |
| 12 | COc1ccc(NC(=O)c2cc(C3CCCCN3C(=O)C3CCCCC3)on2)c(C)c1 (stereo not drawn) | 40% | 11% | -20% | -12% | i | 6% | 12% | 2% |
| 13 | COc1cc(-c2ccc3sc(-c4ccsc4)c(C#CCO)c3c2)cc(OC)c1OC | ? | -6% | -18% | 12% | -66%[inhibitor] | 10% | -7% | -3% |
| 14 | COc1ccc(-c2cn(CC3CCCCC3)nn2)cc1 | -2% | 13% | -13% | 7% | i | 7% | 2% | 12% |
| 15 | COC(=O)C1(S(=O)(=O)c2cc(Br)cc3c2N(C(C)=O)CC3)CC1 | -3% | 19% | 10% | -4% | i | 3% | 1% | -1% |
| 16 | Cc1ccc(-c2nc(NC(=O)CSc3ncn[nH]3)ns2)cc1 | -5% | ? | -5% | 2% | i | 4% | 14% | -7% |
| 17 | COc1ccc(N(CC(=O)Nc2cccnc2)S(=O)(=O)c2ccc(C)cc2)cc1Cl | 5% | 8% | -3% | -14% | -13% | -2% | 2% | 6% |
| 18 | CCN(CC)S(=O)(=O)c1ccc(N2CCCC2)c(NS(=O)(=O)c2ccc([N+](=O)[O-])cc2)c1 | . | 9% | 17% | 13% | -17% | 11% | -1% | -2% |
| 19 | Cn1c(=O)[nH]c(=O)c2[nH]c(NCCCN3CCOCC3)nc21 | -7% | 7% | 11% | 0% | i | -3% | -6% | 1% |
| 20 | Cc1c(Cl)ccc2c1NC(=O)[C@]21N[C@@H](Cc2ccccc2)[C@H]2C(=O)N(c3ccc(F)cc3)C(=O)[C@H]21 | . | 0% | ? | -1% | -21% | -6% | 8% | -10% |
| 21 | CCCCNC(=O)NC12CC3CC(CC(C3)C1)C2 | 9% | -5% | ? | 2% | -8% | 9% | 13% | 0% |
| 22 | CC(CC(=O)Nc1ccc2c(c1)c(=O)n(C)n2-c1ccc2ccccc2c1)C(F)(F)F (stereo not drawn) | 2% | -2% | -5% | -5% | -21% | -6% | -5% | -20% |
| 23 | COc1ccc2c(c1)NC1(O)c3ccccc3C(=O)C21O (stereo not drawn) | 18% | -20% | 13% | 11% | i | 4% | -4% | 10% |
| 24 | Cc1cc(=O)oc2c(C)c(OC(C)C(=O)NC3CCN(Cc4ccccc4)CC3)ccc12 (stereo not drawn) | -1% | 2% | -4% | 2% | i | -6% | 4% | -9% |
| 25 | O=[N+]([O-])c1ccc(N2CCN(Cc3ccc(Br)o3)CC2)cc1 | -3% | 12% | 0% | -5% | -50%[inhibitor] | 19% | -5% | 5% |
| 26 | CCCOc1cccc(C2C(C(=O)c3cccs3)=C(O)C(=O)N2Cc2cccnc2)c1 (stereo not drawn) | 12% | -6% | 25% | -10% | -3% | 0% | -1% | ? |
| 27 | CCCCCC(=O)NC(=S)Nc1ccc(N2CCOCC2)cc1 | -1% | 14% | ? | -3% | -9% | 8% | -13% | -9% |
| 28 | O=C(NCCCCc1ccccc1)c1cccc(NC(=O)C2CCCC2)c1 | 18% | 26% | 0% | 8% | -1% | 5% | 4% | 0% |
| 29 | CNC(=S)NCCN1CCOCC1 | 9% | 9% | 9% | 5% | i | 3% | 0% | 8% |
| 30 | COc1ccc(-c2nn(C)c(=O)c3ccccc23)cc1CNC(=O)C1CCCCC1 | 25% | -2% | -7% | -28% | -19% | -9% | 0% | -6% |

Brought forward from above: 2 compounds, then new ones.
| item | Molecule | FUS suppressor | TDP43 rescue | EPAC1 antag | EPAC2 antag | PTHR1 agonist | EPAC2 agonist | aSyn rescue | EPAC1 agonist |
| --- | --- | --- | --- | --- | --- | --- | --- | --- | --- |
| 29 | CNC(=S)NCCN1CCOCC1 | 9% | 9% | 9% | 5% | i | 3% | 0% | 8% |
| 30 | COc1ccc(-c2nn(C)c(=O)c3ccccc23)cc1CNC(=O)C1CCCCC1 | 25% | -2% | -7% | -28% | -19% | -9% | 0% | -6% |
| 31 | O=C(CSc1nc2c([nH]c3ccccc32)c(=O)n1-c1ccccc1F)Nc1cccc(C(F)(F)F)c1 | 22% | 10% | . | . | -14% | . | 13% | . |
| 32 | CC1(c2ccc3c(c2)OCO3)NC(=O)N(CC(=O)Nc2ccc(N3CCOCC3)cc2)C1=O (stereo not drawn) | ? | -4% | -6% | 1% | i | -9% | -1% | -3% |
| 33 | CC(C)Oc1ccc(CCC(=O)N/N=C/c2ccc3c(c2)OCO3)cc1 | -32% | -11% | 5% | 4% | -10% | -12% | 7% | 1% |
| 34 | COc1ccc(-c2cn3ccc(C)cc3n2)cc1 | -2% | -2% | ? | 1% | -27% | 12% | -25% | 7% |
| 35 | Cc1cc(N2CCCC2)ccc1/C=N/n1cnnc1 | 43% | -4% | -1% | -4% | 1%[57.5 µM] | -8% | 1% | 12% |
| 36 | O=[N+]([O-])c1ccc(N2CCN(Cc3ccccc3)CC2)c2c1no[n+]2[O-] | -20% | 35µM* | -6% | -1% | -35%[inhibitor] | -11% | 14% | -11% |
| 37 | Cn1c(NCc2ccccc2)nc2cc(-c3ccccc3)sc2c1=O | -15% | ? | -14% | -3% | -31%[inhibitor] | 8% | -1% | -11% |
| 38 | Cc1ccc(C(=O)N[C@H](C(=O)OCc2nnc(-c3ccccc3)o2)C(C)C)cc1 | 21% | -26% | -13% | ? | -35%[inhibitor] | 5% | -1% | -2% |
| 39 | CCOC(=O)c1c(C)[nH]c(C(C)=O)c1C | 16% | 0% | -4% | -6% | -5%[57.5 µM] | -4% | 1% | 14% |
| 40 | CC(/C=C/C=C/c1ccccc1)=N/NC(=O)c1ccc2c(c1)OCCO2 | -3% | -20% | 4% | 7% | -3% | 2% | -5% | -4% |
| 41 | CCOC(=O)Cc1c(C)c2c(C)[nH]nc2oc1=O | 13% | 17% | 3% | 11% | -1%[57.5 µM] | 9% | -11% | 1% |
| 42 | COc1ccccc1-c1ccc(SCC(=O)NCc2ccc3c(c2)OCO3)nn1 | 19% | 29% | 8% | -13% | i | 2% | -2% | 2% |
| 43 | Cc1cc2cc(CNC(=S)NCc3ccccc3)ccc2n1C | 29% | 0%[0.397 µM] | -19% | -13% | i | 14% | 9% | 16% |
| 44 | CC(N)C12CC3CC(C1)CC(C(C)N)(C3)C2 (stereo not drawn) | 4% | -6% | 11% | 9% | -23% | -6% | -8% | -1% |
| 45 | COc1ccc(N2CC(C)(C)C2=O)cc1 | -14% | 0% | 15% | -9% | -5% | 7% | 1% | 9% |
| 46 | O=C(NCCC(=O)N1CCN(c2ccccc2F)CC1)c1ccco1 | 35% | 0% | -17% | 5% | 11% | 7% | -4% | -3% |
| 47 | CN(CC(=O)Nc1ccccc1Cl)C(=O)COC(=O)c1ccc(=O)n(Cc2ccccc2)n1 | 9% | 10% | -4% | 1% | -5% | 5% | 5% | 7% |
| 48 | O=C(CN1CCN(c2ccc(O)cc2)CC1)Nc1cc([N+](=O)[O-])ccc1Cl | 25% | 21% | 6% | -1% | -10% | 1% | 6% | 7% |

5 of the entries above in order of the EPAC2 antag value, low to high:
nr	molecule	TDP43 rescue	EPAC1 antag	EPAC2 antag	PTHR1 agonist
5	CCC(C)NC(=O)CN1C(=O)C(CC)Sc2ccccc21 (stereo not drawn)	1%	3%	-3%	i
32	CC1(c2ccc3c(c2)OCO3)NC(=O)N(CC(=O)Nc2ccc(N3CCOCC3)cc2)C1=O (stereo not drawn)	-4%	-6%	1%	i
33	CC(C)Oc1ccc(CCC(=O)N/N=C/c2ccc3c(c2)OCO3)cc1	-11%	5%	4%	-10%
46	O=C(NCCC(=O)N1CCN(c2ccccc2F)CC1)c1ccco1	0%	-17%	5%	11%
14	COc1ccc(-c2cn(CC3CCCCC3)nn2)cc1	13%	-13%	7%	i

Looked up above:
Result for compound 32 under EPAC1 antag: -6%
Result for compound 44 under FUS suppressor: 4%
Result for compound 40 under EPAC1 antag: 4%
Result for compound 36 under EPAC2 agonist: -11%
